H1N1 NS1A inhibition: NS1A inhibition, H1N1 influenza, cell based functional assay (AID 504329). NS1A functional cell-based assay, percent inhibition; higher % means a stronger effect. one-dose inhibition, % at 12.5 µM; IC50 in µM for titrated hits. 340,000 tested, 0.3% active; in the data active = a potency from the dose series; inconclusive = inhibition above about 27% without an active follow-up result; also: strong numbers were not always called active
tuberculosis growth: growth inhibition of non-replicating M. tuberculosis (AID 488890) | Mycobacterium tuberculosis non-replicating, growth inhibition; higher % means a stronger effect | inhibition, % at 25 µM, or IC50 in µM where a hit was titrated | 320,000 tested, 0.39% active; in the data active = a potency from the dose series; inconclusive = inhibition mostly from about 82% at the one dose, without a potency; inactive = the rest, 99 in 100 with inhibition below about 76%;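 also: plate controls were DMSO cells for no effect and high antibiotic wells for full effect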
H37Rv inhibition: M. tuberculosis growth inhibition, HTS (AID 449762) | M. tuberculosis H37Rv growth inhibition, 7H9 media; higher % means a stronger effect | 330,000 tested, 0.59% active | one-dose inhibition, % at 25 µM; IC50 in µM for titrated hits; in the data active = a potency from the dose series; inconclusive = inhibition above about 70% without an active follow-up result;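 also: bacterial growth assessed after seven days of incubation; strong numbers were not always called active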
inhibitors of VEEV: inhibitors of VEEV TC-83 cytopathic effect, confirmation, Vero cells (AID 588727); Vero cells, VEEV TC-83 cytopathic effect inhibition; higher % means a stronger effect; one-dose inhibition, % at 20 µM; IC50 in µM for titrated hits; 350,000 tested, 0.13% active; in the data active = a potency from the dose series; inconclusive = inhibition mostly from about 14% at the one dose, without a potency; inactive = the rest, 99 in 100 with inhibition below about 12%; also: strong numbers were not always called active
Salmonella PhoP GFP: PhoP regulon inhibitors, Salmonella typhi PhoP promoter GFP reporter, confirmatory (AID 1850); 310,000 tested, 0.33% active; Salmonella Typhi PhoP-promoter GFP reporter, fluorescence, 4 h; higher % means a stronger effect; one-dose inhibition, % at 50 µM; IC50 in µM for titrated hits; in the data active = a potency from the dose series; inconclusive = inhibition mostly from about 25% at the one dose, without a potency; inactive = the rest, 99 in 100 with inhibition below about 19%;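 also: 0% = induced wells with vehicle and 100% = uninduced wells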
inhibitors of VEEV 10K pilot screen: recorded beside inhibitors of VEEV, whose call it bears; inhibition, %; measured here: 10K pilot screen inhibition
* = called active by the depositor; i = inactive; ? = inconclusive; nt = not tested or not shown; & = joins results of further samples.

SMILES | H1N1 NS1A inhibition | tuberculosis growth | H37Rv inhibition | inhibitors of VEEV | Salmonella PhoP GFP | others
CCCCC(=O)Nc1ccc(C(=O)N2CCCC(C(=O)OCC)C2)cc1 (stereo not drawn) | -0.8% | 4.0% | 1.7% | i | -4.2%
O=[N+]([O-])c1ccc(/C=[N+](\[O-])CCO)o1 | -3.8% | 10.4% | 62.3% | 7.6% | 60.3µM*
COc1cc(C(=O)Nc2cccc(-c3nncn3C)c2)cc(OC)c1OC | 4.4% | -14.1% | -5.4% | 7.1% | -12.7%
Cc1cccc2cc(CN(CCCO)C(=O)Nc3ccc(Cl)cc3)c(=O)[nH]c12 | -7.2% | nt | nt | 5.8% | nt
C=CCN(C(=O)Nc1ccc(Cl)cc1)C1CC(=O)N(c2ccc(OC)cc2)C1=O (stereo not drawn) | -5.9% | 6.3% | 5.0% | i | -10.1%
Cc1cc(NS(=O)(=O)c2ccc(NC(=O)COc3ccccc3C(C)(C)C)cc2)no1 | -7.5% | 0.6% | 4.5% | 3.6% | 8.3%
Cc1ccccc1CC(=O)OCC(=O)Nc1ccc(C)c(S(=O)(=O)N2CCCCC2)c1 | -5.4% | 26.7% | 5.7% | 3.2% | nt
COc1ccc(NC(=O)c2ccccc2Cl)c(NC(=O)c2ccco2)c1 | -5.2% | nt | nt | 0.7% | nt
C/C(=N/OC(=O)c1c(F)cccc1F)c1nccs1 | -4.9% | 66.2% | ? | i | 6.1%
CC(=O)c1ccc(NC(=O)C(C)Oc2ccc(N(C)S(=O)(=O)c3ccc(C)cc3)cc2)cc1 (stereo not drawn) | -3.7% | 24.7% | -5.6% | 5.4% | nt
Cc1ccc(NC(=O)COc2ccc(/C=N/NC(=O)CSCc3ccccc3)cc2)cc1 | -5.9% | 17.6% | 24.0% | 1.0% | -13.8%
CC1=NN(c2ccccc2)C(=O)/C1=C\N(O)c1ccccc1 | 20.3% | 27.8% | 11.3% | 1.0% | -10.8%
Cc1cc(NC(=O)c2noc3c2CCc2ccccc2-3)n(-c2ccccc2)n1 | 20.6% | -6.8% | -4.5% | 0.6% | 6.1%
C=C1CCC[C@]2(C)C[C@H]3OC(=O)C(CNC(CC)CO)[C@H]3CC12 (stereo partly drawn) | -20.4% | nt | -1.6% | i | -9.4%
CN(CC1CCOCC1)C(=O)CC1C(=O)NCCN1C/C=C/c1ccccc1 (stereo not drawn) | -4.5% | -0.8% | -2.7% | 0.7% | -2.3%

Pulled by structure from the entries so far:
SMILES | H1N1 NS1A inhibition | tuberculosis growth | H37Rv inhibition | inhibitors of VEEV | Salmonella PhoP GFP | others
COc1ccc(NC(=O)c2ccccc2Cl)c(NC(=O)c2ccco2)c1 | -5.2% | nt | nt | 0.7% | nt
CC1=NN(c2ccccc2)C(=O)/C1=C\N(O)c1ccccc1 | 20.3% | 27.8% | 11.3% | 1.0% | -10.8%
CN(CC1CCOCC1)C(=O)CC1C(=O)NCCN1C/C=C/c1ccccc1 (stereo not drawn) | -4.5% | -0.8% | -2.7% | 0.7% | -2.3%
O=[N+]([O-])c1ccc(/C=[N+](\[O-])CCO)o1 | -3.8% | 10.4% | 62.3% | 7.6% | 60.3µM*
C/C(=N/OC(=O)c1c(F)cccc1F)c1nccs1 | -4.9% | 66.2% | ? | i | 6.1%
Cc1ccccc1CC(=O)OCC(=O)Nc1ccc(C)c(S(=O)(=O)N2CCCCC2)c1 | -5.4% | 26.7% | 5.7% | 3.2% | nt

(further entries)
SMILES | H1N1 NS1A inhibition | tuberculosis growth | H37Rv inhibition | inhibitors of VEEV | Salmonella PhoP GFP | others
Cc1ccc(S(=O)(=O)Oc2ccccc2N2C(=O)C3C4CCC(C4)C3C2=O)cc1 (stereo not drawn) | -0.3% | 5.8% | -5.0% | 3.7% | -17.0%
Cc1ccc(OCC(=O)NCCO)cc1C | -1.0% | -6.8% | 0.4% | 0.2% | -4.8%
COc1ccc(C(C(=O)NCC2CCCO2)N(C(=O)CNC(=O)c2ccco2)c2ccccc2)cc1OC (stereo not drawn) | -8.1% | 9.2% | 0.1% | 1.7% | 5.1%
O=C(Oc1cccc(-n2cnnn2)c1)c1ccco1 | -6.0% | 10.7% | 1.1% | 0.8% | 0.1%
O=C(Cn1cnc2c(OCc3ccccc3)ncnc21)NCCN1CCOCC1 | -20.7% | 1.1% | 8.4% | 0.6% | nt
Cc1ccc(Cl)cc1N(CC(=O)NCc1ccccc1)S(C)(=O)=O | -0.3% | 3.4% | -4.8% | 6.6% | -7.5%
COc1ccc(S(=O)(=O)N2CCC(C(=O)N3CCc4ccccc4C3)CC2)cc1OC | -3.9% | 30.5% | 1.6% | 2.1% | 19.6%
O=c1[nH]c(-c2ccc(-c3cccc(Cl)c3)o2)nc2ccccc12 | -2.2% | 2.3% | -1.4% | i | nt | inhibitors of VEEV 10K pilot screen=2.0
COc1ccc(S(=O)(=O)NCC2CCCN(C(=O)c3cccs3)C2)cc1 (stereo not drawn) | 4.0% | -1.3% | -0.9% | 1.5% | 1.8%
COc1ccccc1NC(=O)COc1ccc(C(=O)NCC2CCCO2)cc1OC (stereo not drawn) | -14.0% | -4.8% | 0.2% | 4.9% | nt
CS(=O)(=O)N(CC(=O)NCc1ccccc1)Cc1ccc(Cl)cc1 | 7.6% | 4.2% | 1.0% | 2.4% | -0.2%
CC(C)Cc1nc2sc3c(c2c(=O)n1N)CC(C)(C)OC3 | -12.6% | 5.3% | 4.0% | 0.7% | -5.8%
COc1ccc(C(=O)NNC(=O)CSc2nnc(C(C)C)n2C)cc1 | 9.2% | 0.7% | -1.1% | i | 9.3%
COCCN1C(=O)CC(NNC(=O)c2ccc(S(=O)(=O)N3CCCC3)cc2)C1=O (stereo not drawn) | -6.9% | 2.7% | 1.2% | i | -7.2%
O=C(O)c1cn[nH]c1-n1cnnn1 | 4.3% | 3.0% | -9.0% | i | -6.4%
O=C1C2CC=C(Cl)CC2C(=O)N1CC1Cc2ccccc2CO1 (stereo not drawn) | 3.0% | -26.8% | -2.1% | 1.7% | -2.0%
CCc1ccc(OCC(=O)NNC(=O)c2cc3ccccc3o2)cc1 | 0.1% | -1.8% | 14.6% | i | 2.2%
CCCCCCCCOC(=O)/C=C/c1c(C)[nH]c(=O)[nH]c1=O | -4.9% | 21.5% | -8.1% | 3.1% | -11.1%
O=C(c1cccs1)N(Cc1cccc(Cl)c1)C1CCS(=O)(=O)C1 (stereo not drawn) | -5.0% | 9.0% | 1.4% | i | -12.8% | inhibitors of VEEV 10K pilot screen=0.0
CC(C)OC(=O)CSc1nc(Cc2ccccc2)nc2ccccc12 | 0.6% | 32.6% | 12.1% | 1.6% | -2.2%
CCN(CCCNc1ncnc2nc[nH]c12)c1cccc(C)c1 | 12.5% | nt | -3.4% | 1.9% | 6.2%
Cc1nnc(N/N=C/c2ccccc2O)n1N | 9.9% | -3.2% | 1.6% | 3.6% | -11.3%
CCOC(=O)Nc1nc2ccc(Cn3cccc3)cc2[nH]1 | -7.8% | nt | nt | 8.5% | nt
O=C(O)c1cc(-c2cccs2)nn1-c1cccc(Cl)c1 | -3.7% | 5.4% | -2.6% | i | -8.7%
O=C1CCCCC1 | -14.2% | -7.6% | -15.2% | 0.5% | nt
CCOC(=O)c1sc(Nc2nc3c(F)cccc3s2)cc1C | 5.3% | 4.9% | 1.6% | 0.6% | -1.0%
CCOC(=O)N1CCN(C(=O)c2ccc3c(c2)N(Cc2cc(C)ccc2C)C(=O)c2ccccc2S3=O)CC1 (stereo not drawn) | 7.5% | 41.4% | -0.2% | ? | -6.2%
Cc1cc(NC(=O)CSc2nc(=O)cc(N)n2-c2ccc(F)cc2)no1 | -8.4% | -23.3% | -6.0% | 0.7% | -10.9%
CC(=O)c1cc2ccccc2oc1=O | 1.0% | 5.9% | -8.7% | i | nt
Cc1ccc(S(=O)(=O)Oc2ccc(/C=C(/NC(=O)c3ccccc3)C(=O)NCC(=O)O)cc2)cc1 | nt | 3.2% | 2.1% | i | -3.6%

Nothing new here: entries from further up.
SMILES | H1N1 NS1A inhibition | tuberculosis growth | H37Rv inhibition | inhibitors of VEEV | Salmonella PhoP GFP | others
CC(=O)c1cc2ccccc2oc1=O | 1.0% | 5.9% | -8.7% | i | nt
Cc1ccc(S(=O)(=O)Oc2ccc(/C=C(/NC(=O)c3ccccc3)C(=O)NCC(=O)O)cc2)cc1 | nt | 3.2% | 2.1% | i | -3.6%

(continued)
SMILES | H1N1 NS1A inhibition | tuberculosis growth | H37Rv inhibition | inhibitors of VEEV | Salmonella PhoP GFP | others
O=C(Nc1cccc(Cl)c1Cl)C1CCN(c2ncccn2)CC1 | -3.1% | -1.7% | 3.0% | i | -17.2%
Cc1nc2ccccc2c(C)c1C(=O)c1ccc(F)cc1 | -14.7% | 25.5% | -2.3% | 0.7% | -7.4%
COc1ccccc1N(CC(=O)NCCc1ccccc1)C(=O)CCC(=O)Nc1cc(C)ccn1 | -0.3% | 0.1% | -5.7% | 2.0% | 3.9%
Cc1[nH]n(-c2ccc(Cl)cc2)c(=O)c1N=Nc1cccnc1 | -4.5% | 1.37µM* | ? | 1.1% | 15.7%
Cc1ccccc1NC(=S)N(CCc1c(C)[nH]c2ccc(F)cc12)Cc1ccncc1 | 2.4% | 19.7% | 58.3% | 6.8% | -3.0%
Cc1ccc2c(c1)C(=O)C(=O)N2c1ccc(Cl)cc1 | -6.2% | 36.1% | 5.4% | 0.7% | nt
N#C/C(=N\Nc1ccccc1Cl)C(=O)c1ccccc1 | 0.2% | ? | -8.3% | 0.9% | -9.1%
Cc1ccc(NC(=O)C2CCC(C(C)(C)C)CC2)cc1S(=O)(=O)N1CCOCC1 (stereo not drawn) | -23.4% | 33.0% | 3.2% | 3.0% | nt
CCC(C)OC(=O)C1C(c2ccccc2)C(C(=O)O)C1c1ccccc1 (stereo not drawn) | -2.2% | 19.2% | -6.2% | 1.2% | -6.2%
COc1ccc(-c2oc3ccccc3c2C#Cc2cncn2C)cc1 | 1.7% | ? | ? | 3.3% | nt
COc1ccc(NC(=O)c2cc(=O)c3ccccc3o2)cc1Cl | -8.1% | -3.9% | -6.8% | i | -0.6%
CCCCC1(CC(=O)OCC)C(=O)N(c2ccccc2)N(c2ccccc2)C1=O | 28.1% | 0.5% | 0.9% | i | 2.5%
O=C(CCn1cccc1)N1CCc2ccccc21 | 5.9% | 6.0% | 6.1% | 0.1% | -2.4%
O=C(CSc1nc2ccccc2c(=O)n1-c1ccc(F)cc1F)c1c[nH]c2ccccc12 | 4.4% | 37.9% | 6.8% | 9.8% | -8.5%
CC12CCC(=O)N1C(C(=O)Nc1ccc(F)c(Cl)c1)CS2 (stereo not drawn) | -1.4% | -7.0% | 3.3% | 3.8% | -1.8%
O=C(Nc1cccc(-c2nc3ccccc3[nH]2)c1)c1ccc(C(=O)Nc2cccc(-c3nc4ccccc4[nH]3)c2)cc1 | -0.8% | 7.0% | 4.6% | i | -3.5%
COc1ccc(/C=N/NC(=O)c2c(C)nc3ccccn23)cc1[N+](=O)[O-] | 15.8% | -8.2% | 9.7% | 1.8% | 1.7%
CCCC1=C(C(=O)OCC)C(c2cccs2)n2ncnc2N1 (stereo not drawn) | -2.3% | 3.7% | -5.1% | 1.9% | 0.2%
COc1ccc(NC(=O)c2cc([N+](=O)[O-])ccc2N2CCCC2)cc1S(N)(=O)=O | -2.6% | nt | nt | 2.1% | nt
Cn1c(=O)n(CC(=O)O)c(=O)c2c1nc1n2CCS1 | -0.3%&-1.9% | -20.3%&-4.3% | -6.7%&-9.2% | 1.1% | 0.9%&15.3% | inhibitors of VEEV 10K pilot screen=1.0
COc1ccc(CCNC(=O)C2CC(O)CN2S(=O)(=O)c2ccc(Cl)cc2)cc1OC (stereo not drawn) | -0.5% | 5.2% | -2.6% | i | nt
O=C(CN1CCN(c2ccccc2)CC1)N1N=CCC1c1ccccc1 (stereo not drawn) | -6.5% | -10.4% | 3.0% | 1.9% | 7.2%
COc1c(C)cccc1C(=O)Nc1ccc(CN2CCOCC2)cc1 | -1.3% | 8.3% | -2.0% | 1.2% | 2.9%
CCCCNC(=S)N(C)/N=C/c1ccc(F)cc1 | -7.4% | 74.2% | ? | 0.5% | -7.4%
COc1ccc(C)cc1NC(=O)CSc1nnnn1Cc1ccccc1 | -1.0% | 38.9% | 1.2% | 0.5% | -5.5%
O=C1Nc2ccccc2/C1=C\C(=O)c1ccccc1 | 13.7% | ? | ? | 41.6% | -6.4%
CC1(C)CC(NC(=O)CCc2ccccc2)CC(C)(C)N1 | -11.7% | -10.6% | -7.3% | 2.3% | 7.0%
COC(=O)C1C(O)=C(C=Nc2ccc(N)cc2)C(=O)CC1(C)C (stereo not drawn) | 6.0% | 8.2% | -1.0% | 0.4% | -0.6%

Screening data deposited in PubChem by Southern Research Specialized Biocontainment Screening Center.
